# Fam108B counter – counter-screen for RBBP9 inhibitors: inhibitors of mouse Fam108B | recombinant Fam108B, FP-Rh probe fluorescence polarization | inhibition, % at 9.51 µM | 300,000 compounds, 0.33% hits | AID 1947;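 active means inhibition above the screen mean inhibition plus 3 SD, computed separately per campaign, cut at about 18% in these data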;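 further: inhibitors lower polarization as less probe binds the enzyme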
# MCL1 BIM primary – MCL1-BIM-BH3 interaction inhibition (human). GST-MCL1 / FITC-Bim-BH3 fluorescence polarization. Q07820. 320,000 compounds, 0.68% hits. inhibition, % at 10.9 µM;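 active means inhibition above the mean inhibition of all tested compounds plus 3 SD, set per campaign, cut at about 40% in these data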;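 further: 0% = DMSO wells and 100% = unlabeled Bim-BH3 peptide control; higher means more loss of mP so more displacement of Bim peptide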
# Target sequence (Q07820 whole entry, looked up): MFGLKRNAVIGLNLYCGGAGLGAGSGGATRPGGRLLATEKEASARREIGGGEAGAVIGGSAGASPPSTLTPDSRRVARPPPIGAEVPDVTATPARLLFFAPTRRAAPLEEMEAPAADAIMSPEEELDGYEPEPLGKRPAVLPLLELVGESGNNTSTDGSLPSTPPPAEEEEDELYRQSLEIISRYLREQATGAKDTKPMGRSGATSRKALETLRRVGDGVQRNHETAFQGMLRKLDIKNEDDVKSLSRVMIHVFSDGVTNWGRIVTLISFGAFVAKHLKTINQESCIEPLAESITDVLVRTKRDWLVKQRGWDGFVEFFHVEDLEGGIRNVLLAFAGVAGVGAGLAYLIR
# PAFAH1B2 inh – PAFAH1B2 (human) inhibition; P68402; recombinant PAFAH1B2, FP-rhodamine activity probe, fluorescence polarization; inhibition, % at 3.39 µM; 340,000 compounds, 1.2% hits; AID 492953;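 active means inhibition above the mean of all tested compounds plus 3 SD, cut at about 24% in these data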;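 further: 0% = enzyme with DMSO and 100% = wells lacking PAFAH1B2; many of its hits are not listed in these tables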
# pPAFAH inh – pPAFAH (human) enzyme inhibition. 330,000 compounds, 1.5% hits. Q13093. inhibition, % at 3.39 µM. AID 463082. recombinant pPAFAH, FP-rhodamine probe fluorescence polarization;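 active means inhibition above the mean inhibition across the screen plus 3 SD, cut at about 25% in these data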;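 further: inhibitors block binding of the rhodamine activity-based probe so polarization drops; 0% = enzyme with DMSO and 100% = wells lacking pPAFAH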
# Target sequence (Q13093 whole entry, looked up): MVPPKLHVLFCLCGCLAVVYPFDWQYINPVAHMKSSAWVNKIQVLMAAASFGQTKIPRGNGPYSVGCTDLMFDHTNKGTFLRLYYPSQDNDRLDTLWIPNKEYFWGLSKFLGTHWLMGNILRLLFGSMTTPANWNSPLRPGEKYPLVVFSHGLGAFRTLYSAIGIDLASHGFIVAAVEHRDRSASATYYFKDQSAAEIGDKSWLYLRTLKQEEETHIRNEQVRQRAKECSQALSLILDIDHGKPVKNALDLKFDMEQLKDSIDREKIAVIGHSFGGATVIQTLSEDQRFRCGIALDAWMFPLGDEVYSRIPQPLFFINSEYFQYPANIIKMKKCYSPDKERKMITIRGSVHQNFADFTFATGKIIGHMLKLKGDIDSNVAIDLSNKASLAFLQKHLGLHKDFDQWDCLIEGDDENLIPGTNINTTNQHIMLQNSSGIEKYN
# AHR activator – human AHR activation; AHR-responsive luciferase reporter cells, luminescence; activation, % at 5 µM; 320,000 compounds, 2.5% hits; in the data active means activation above about 47%;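 further: 0% = vehicle wells and 100% = reference agonist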
# Bcl-xL primary – Bcl-xL (human) inhibition. AID 2129. GST-Bcl-xL / FITC-Bim BH3 peptide fluorescence polarization. inhibition, % at 10.9 µM. 320,000 compounds, 0.7% hits;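 active means inhibition above the mean of all tested compounds plus 3 SD, cutoff set per campaign, cut at about 30% in these data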;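 further: 0% = DMSO wells and 100% = unlabeled Bim-BH3 peptide competitor; inhibitors lower millipolarization by displacing the labeled peptide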
# Target sequence (Q07817 whole entry, looked up): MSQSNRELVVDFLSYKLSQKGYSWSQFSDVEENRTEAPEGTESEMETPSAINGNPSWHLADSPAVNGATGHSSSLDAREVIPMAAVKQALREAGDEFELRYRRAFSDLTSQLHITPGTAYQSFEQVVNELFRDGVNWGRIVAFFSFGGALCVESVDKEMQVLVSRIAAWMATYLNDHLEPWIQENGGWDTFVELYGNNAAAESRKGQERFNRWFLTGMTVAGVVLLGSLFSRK
# GLD-1 RNA inh – GLD-1-TGE RNA interaction inhibition (C. elegans); Q17339; purified GLD-1 + fluorescein TGE RNA, fluorescence polarization; inhibition, % at 5.96 µM; 320,000 compounds, 0.44% hits; AID 2280;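 active means percent inhibition above a per-plate cutoff, the plate mean of test compounds plus 3 SD, cut at about 30% in these data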;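 further: 0% = DMSO wells with GLD-1 and probe and 100% = wells lacking GLD-1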
# PME-1 inh – blocks human protein phosphatase methylesterase 1; Q9Y570; recombinant PME-1, FP-Rh probe fluorescence polarization; inhibition, % at 5.9 µM; 320,000 compounds, 0.53% hits;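 active means inhibition above the campaign mean of all compounds plus 3 SD, cut at about 26% in these data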;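 further: competitive labeling of PME-1 active site by serine hydrolase directed probe; 0% = PME-1 with DMSO and 100% = wells lacking PME-1 enzyme; inhibitors block probe labeling so polarization falls and inhibition rises; many of its hits are not listed in these tables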
# MEX-5 binding – C. elegans MEX-5 TCR-2 RNA binding activity; Q9XUB2; MEX-5/FITC-TCR2 RNA binding, fluorescence polarization; stronger effect = lower value; activity score (negative = inhibition of binding), % at 10 µM; 300,000 compounds, 0.38% hits; AID 1832;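 active means inhibition past about -25% in most replicates, and total fluorescence under double the plate's negative control median, limit read from the data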;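 further: 0% = DMSO and -100% = 5 µM competing unlabeled TCR2 RNA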
# An asterisk follows results filed as active; nt = no result given. Not all compounds are listed; count on the stated rates, not on these rows.
# Every second line gives: Fam108B counter	MCL1 BIM primary	PAFAH1B2 inh	pPAFAH inh	AHR activator	Bcl-xL primary	GLD-1 RNA inh	PME-1 inh	MEX-5 binding
> O=C(c1ccc(F)cc1)c1ccc(-c2ccc(F)cc2)nc1
    -5	7	11	1	1	4	-1	1	1.0
> Cc1cc(C[n+]2ccccc2)c2nsnc2c1
    -3	3	6	7	-1	9	-4	-6	-2.9
> CN(C)S(=O)(=O)c1ccc(-n2cccc2)cc1
    2	11	5	6	-3	2	4	1	-0.4
> COc1cc(NC(=O)Cn2c(=O)n(CC3CCCO3)c(=O)c3ccccc32)cc(OC)c1 (stereo unspecified)
    -4	5	1	8	4	6	-1	-5	-1.2
> Cc1sc[n+](CC(=O)c2ccc(Br)cc2)c1C
    1	10	5	-1	1	7	4	-3	2.5
> C/C(=N\NS(=O)(=O)c1ccc(Cl)c([N+](=O)[O-])c1)c1cc2ccccc2o1
    6	0	11	-1	6	7	6	5	-1.0
> Brc1ccc(-c2ccc(C3Nc4cccc5cccc(c45)N3)o2)cc1
    nt	24	nt	21	13	22	6	41*	nt
> N#C/C(=C(/O)CN1CCN(c2ccccc2F)CC1)c1nc(-c2ccc(Cl)cc2)cs1
    9	-6	7	15	3	2	-2	2	-1.9
> O=C(COc1ccccc1Br)N1CCN(c2ccccc2)CC1
    -1	5	2	5	-4	5	2	9	-1.4
> Cc1sc2nc(C(C)C)nc(SCC(=O)N3CCN(C(=O)c4ccco4)CC3)c2c1C
    -1	-2	0	2	-2	0	2	4	-1.5
> Cc1[nH]c(=O)[nH]c(=O)c1S(=O)(=O)N1CCCc2ccccc21
    -1	3	11	3	5	1	-4	-10	-3.9
> CCN1C(=O)[C@@H]2[C@H](C1=O)[C@@H]1C(=O)Nc3ccccc3C(=O)N1[C@@H]2c1cccc(Cl)c1
    -2	15	3	5	8	13	9	1	-3.1
> O=C(OCC(O)COc1ccccc1)c1ccc([N+](=O)[O-])cc1 (stereo unspecified)
    4	-1	12	10	2	5	-3	-3	1.4
> COc1ccccc1Nc1nc2ccccc2n2cnnc12
    -3	-7	1	4	36	1	1	7	2.7
> Cc1ccc(S(=O)(=O)NC2CCCCC2)c2nsnc12
    2	6	5	3	1	1	3	3	-0.2
> CCN(C[C@H]1N[C@@](C)(C(=O)OC)[C@H]2C(=O)N(C)C(=O)[C@@H]12)C(=O)c1ccc(F)cc1
    nt	nt	7	-1	0	nt	0	nt	nt
> FC(F)(F)c1ccccc1NC(=S)N1CCN(Cc2ccc3c(c2)OCO3)CC1
    3	1	4	5	1	9	-5	8	0.7
> COc1cc(C(=O)Nc2scc(-c3ccc(Br)cc3)c2C(=O)O)cc(OC)c1OC
    9	14	7	12	-1	14	3	-6	1.3
> O=C(Nc1ccc(F)cc1)c1ccc(-n2ccnc2)nc1
    2	1	0	4	-4	0	9	7	0.6
> O=C(CNC(=O)c1ccc(Br)cc1)N=Nc1c(O)[nH]c2ccc([N+](=O)[O-])cc12
    0	8	0	5	7	5	6	10	-0.7

# Quoted from the listing.
# Result of CCN1C(=O)[C@@H]2[C@H](C1=O)[C@@H]1C(=O)Nc3ccccc3C(=O)N1[C@@H]2c1cccc(Cl)c1 in PME-1 inh: 1
# Result of C/C(=N\NS(=O)(=O)c1ccc(Cl)c([N+](=O)[O-])c1)c1cc2ccccc2o1 in Fam108B counter: 6

# The main list resumes; the six compounds before the break are reprinted first.
# Every second line gives: Fam108B counter	MCL1 BIM primary	PAFAH1B2 inh	pPAFAH inh	AHR activator	Bcl-xL primary	GLD-1 RNA inh	PME-1 inh	MEX-5 binding
> Cc1ccc(S(=O)(=O)NC2CCCCC2)c2nsnc12
    2	6	5	3	1	1	3	3	-0.2
> CCN(C[C@H]1N[C@@](C)(C(=O)OC)[C@H]2C(=O)N(C)C(=O)[C@@H]12)C(=O)c1ccc(F)cc1
    nt	nt	7	-1	0	nt	0	nt	nt
> FC(F)(F)c1ccccc1NC(=S)N1CCN(Cc2ccc3c(c2)OCO3)CC1
    3	1	4	5	1	9	-5	8	0.7
> COc1cc(C(=O)Nc2scc(-c3ccc(Br)cc3)c2C(=O)O)cc(OC)c1OC
    9	14	7	12	-1	14	3	-6	1.3
> O=C(Nc1ccc(F)cc1)c1ccc(-n2ccnc2)nc1
    2	1	0	4	-4	0	9	7	0.6
> O=C(CNC(=O)c1ccc(Br)cc1)N=Nc1c(O)[nH]c2ccc([N+](=O)[O-])cc12
    0	8	0	5	7	5	6	10	-0.7
> O=C(CC1NCCNC1=O)Nc1ccc2c(c1)OCO2 (stereo unspecified)
    2	3	3	6	2	3	-4	5	-1.6
> CCOc1ccccc1NC(=O)c1cc(=O)c2ccccc2o1
    4	4	5	4	18	4	-2	-4	-1.1
> CC1CCN(S(=O)C23CC4CC(CC(C4)C2)C3)CC1 (stereo unspecified)
    -1	6	10	-1	-1	6	-6	-2	2.3
> CCOc1ccc(C(=O)N/N=C/c2cccc3cccnc23)cc1
    1	8	2	6	9	1	8	-4	-2.8
> CC1CCN(C(=O)c2ccc(S(=O)(=O)N(C)C)cc2)C(C)C1 (stereo unspecified)
    0	0	2	3	-3	0	11	3	-0.4
> Cc1ccc(Cn2nnc3c(=O)n(CC(=O)NCc4ccc5c(c4)OCO5)cnc32)cc1
    -4	1	0	4	0	9	0	2	2.1
> O=C1OC(Cc2ccccn2)C(O)=C1C1=NCCCCN1 (stereo unspecified)
    1	6	0	3	12	1	7	4	-3.0
> CCN(CC)CCNC(=O)c1cc(-c2cccnc2)nc2ccc(S(=O)(=O)N3CCC(C)CC3)cc12
    0	4	1	-4	0	4	8	-3	0.8
> Cc1ccc(S(=O)(=O)NC(=O)COc2ccccc2)cc1
    3	5	12	1	3	2	2	-3	2.2
> S=C(Nc1cccc(Cl)c1Cl)Nn1cnnc1
    -1	-4	2	7	5	7	3	4	-0.9
> Cc1cc(C)n(CC(=O)N/N=C/c2cccc([N+](=O)[O-])c2)n1
    3	2	3	2	2	1	2	3	2.1
> Cc1cc(C(=O)NC2CC(C)(C)Cc3c2cnn3-c2ccccc2)n(C)n1 (stereo unspecified)
    1	3	-2	4	0	10	3	4	-0.8
> CS(=O)(=O)N(CC(=O)NC1CCCCC1)Cc1ccc(F)cc1
    0	-17	5	1	0	-1	6	-7	0.9
> Cc1ccc2c(c1)CCCN2CC(=O)N(C)c1c(N)n(Cc2ccccc2)c(=O)[nH]c1=O
    nt	141*	-2	-5	21	122*	15	2	nt
> Cc1nc(N2CCN(c3ccccn3)CC2)c2c(C)c(C(=O)N3CCN(c4cccc(Cl)c4)CC3)sc2n1
    -4	9	-1	-5	-1	1	8	2	1.0
> O=C(NC1(N2CCOCC2)CC1)c1ccc(Cl)cc1
    4	3	1	-2	0	0	-8	-4	1.8
> O=C(CCn1c(=S)[nH]c2cc3c(cc2c1=O)OCO3)NCc1ccc(Cl)cc1
    1	-3	4	4	-1	-3	-6	2	-0.4
> CCC(C)Sc1nnc(-c2c[nH]c3ccccc23)n1CCOC (stereo unspecified)
    -2	-4	-4	7	2	-4	6	-2	-0.6
> O=C(NCCCN1CCOCC1)c1cccc(S(=O)(=O)Nc2cc(Cl)ccc2Cl)c1
    4	0	5	-5	1	2	6	1	-0.4
> CCN1CCN(C(=O)c2ccccc2N(C)S(=O)(=O)c2ccc(C)cc2)CC1
    0	12	8	2	-5	7	4	-1	0.8

# Three of the entries above in order of their number in Bcl-xL primary, rising.
Structure,MCL1 BIM primary,PAFAH1B2 inh,pPAFAH inh,AHR activator,Bcl-xL primary,GLD-1 RNA inh,PME-1 inh,MEX-5 binding
CS(=O)(=O)N(CC(=O)NC1CCCCC1)Cc1ccc(F)cc1,-17,5,1,0,-1,6,-7,0.9
Cc1ccc(Cn2nnc3c(=O)n(CC(=O)NCc4ccc5c(c4)OCO5)cnc32)cc1,1,0,4,0,9,0,2,2.1
Cc1ccc2c(c1)CCCN2CC(=O)N(C)c1c(N)n(Cc2ccccc2)c(=O)[nH]c1=O,141*,-2,-5,21,122*,15,2,nt

# Later entries.
# Every second line gives: Fam108B counter	MCL1 BIM primary	PAFAH1B2 inh	pPAFAH inh	AHR activator	Bcl-xL primary	GLD-1 RNA inh	PME-1 inh	MEX-5 binding
> COC(=O)N/N=C/c1ccccc1Cl
    3	2	1	0	1	1	4	2	0.6
> C[C@@H](C(=O)NCCc1ccccc1)N1C(=O)N2CCc3c([nH]c4ccccc34)[C@@]2(C)C1=O
    -6	1	2	8	5	2	4	-4	-1.5
> COc1cc2c(cc1OC)CN(S(C)(=O)=O)CC2
    -1	3	3	-2	-1	-1	5	0	0.6
> O=C(CN1C2=NCCCN2c2ccccc21)c1ccc2c(c1)OCO2
    0	0	-1	4	1	3	0	2	0.3
> O=S(=O)(c1cc(Cl)ccc1Cl)N1CCN(c2ccccn2)CC1
    -1	-7	2	1	3	2	1	6	3.2
> CCn1c(=O)cc(SCC(=O)N2CCOCC2)c2ccccc21
    -2	4	4	3	18	0	-2	2	2.0
> COc1cccc(CNC(=O)CCC2CCCN(C(=O)CCC(F)(F)F)C2)c1 (stereo unspecified)
    0	-5	2	4	2	-3	-2	-4	-2.0
> COc1ccc(CCN(C)c2ccc(S(=O)(=O)N3CCCC3)cc2[N+](=O)[O-])cc1OC
    0	9	4	2	1	8	3	9	0.3
> Cc1ccccc1CNC(=O)Nc1ccc(Cl)cc1
    -5	-2	-3	6	0	-1	5	-5	-2.0
> C=CC(=O)N1CCCC(Nc2nc(Nc3ccc(N(C)C(=O)CC)cc3C)nc3nc[nH]c23)C1 (stereo unspecified)
    nt	nt	-4	4	1	nt	0	nt	nt
> C=CCN1C(=O)C(CC(=O)O)SC1=Nc1cccc([N+](=O)[O-])c1 (stereo unspecified)
    0	10	1	3	-2	6	-1	-2	3.3
> Cc1ccc(CNC(=O)c2cccc3c2C(=O)c2ccc(N4CCOCC4)cc2S3(=O)=O)cc1
    nt	3	5	3	7	11	-12	1	nt
> CCOC(=O)c1ccc(Oc2nc(N(C)C)nc(N3CCOCC3)n2)cc1
    1	-2	2	3	3	0	-5	-3	-4.0
> Cc1ccc(C(=O)NCC(=O)NCC(=O)OCc2ccc(Oc3ccc([N+](=O)[O-])cc3)cc2)cc1
    -2	4	3	23	1	2	-2	-3	0.7
> O=C(COC(=O)CCc1nc2ccccc2c(=O)[nH]1)Nc1ccccc1Cl
    3	-2	1	-5	6	4	7	-15	-6.7
> CC(=O)N(C)c1ccc(OCC(O)CN(Cc2ccco2)S(=O)(=O)c2ccc(C)cc2)cc1 (stereo unspecified)
    9	5	1	14	3	4	4	11	2.6
> CCOC(=O)c1c(S(=O)(=O)NCC(=O)N2CCN(c3ccccc3OC)CC2)c(C)n(C)c1C
    3	2	5	1	-1	6	-4	-1	nt
> COc1ccc(C(=O)O/N=C(\N)c2ccncc2)cc1OC
    0	5	2	2	19	2	2	-2	0.5
> CCN(CC)C(=O)C1=C(C)NC(=S)NC1c1ccc(C)s1 (stereo unspecified)
    -1	7	0	0	0	2	1	-1	0.7
> Cc1ccccc1C(=O)N1CCC(C(=O)NC2CCCCCC2)CC1
    -3	1	5	-6	1	1	-2	-6	0.9
> CN(C)Cc1c(C(=O)N/N=C/c2ccc(OCc3c(F)cccc3Cl)cc2)nnn1-c1nonc1N
    -5	-9	3	-4	1	-2	-3	-11	-1.2

# From PubChem BioAssay
